# mHtt clearance: mutant huntingtin protein clearance; HeLa Exon1htt(103Q)mCFP, aggregate imaging; zero = plate's median compound well; inhibition, % at 1.5 µM; actives 0.42% (n = 47,000);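 active = inhibition of aggregate fluorescence above about 70%, also judged a hit by eye on the cell image, limit read from the data, passing the limit was not always enough; inconclusive = no rule stated for this call; inactive = not judged a hit on image review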;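 also: cells exposed to compound for three days before fixation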
# mHtt clearance grain fraction: also measured in mHtt clearance; calls as there; fraction fluorescence in grains; measured here: aggregate grain fluorescence fraction; hits give low values;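 scaled fraction of total cell fluorescence in grains with unit not stated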
# * hit, by the source's call; u = inconclusive; x = no result given. An excerpt; count on the stated rates, not on these rows.
SMILES,mHtt clearance,mHtt clearance grain fraction
Cc1nc(SCC(=O)Nc2cc(C)on2)c2c(C)c(C)sc2n1,-44,52
COc1ccc(CCC(=O)N2CCc3ccccc32)cc1,-94,39
O=C(Cn1nnc(-c2ccccc2F)n1)Nc1ccc(S(=O)(=O)NC2CCCC2)cc1,-16,25
COc1ccc(S(=O)(=O)Nc2ccc(S(=O)(=O)Nc3ccc(F)cc3)cc2)cc1C,-3,20
COc1ccc(C(=O)NCc2cccnc2)cc1Br,4,23
C=CCn1c(CSc2nc3ccccc3s2)nnc1SCC(=O)NCCN1CCOCC1,-66,33
Cn1c(=O)c2c(-c3cccc(F)c3)c3c(nc2n(C)c1=O)-c1ccccc1C3O (configuration not stated),5,28
Cn1nnnc1SCC(=O)NCCCc1ccccc1,59,8.1
CCOC(=O)C(C(C)=O)C(c1ccc(OCCC(C)C)cc1)C(C(C)=O)C(=O)OCC (configuration not stated),0,21
O=c1[nH]c2ccccc2n1CCCOc1ccccc1,-7,22
O=S(=O)(Nc1nc2ccccc2nc1NCc1ccco1)c1ccc(Cl)cc1,14,17
CC(C)c1ccccc1NC(=O)c1cnccn1,-70,27
Cc1ccc2cccc(NC(=O)C(F)(F)F)c2n1,36,12
CNc1nnc(-c2cc3ccccc3oc2=O)s1,13,34
CN(C)c1nc(N)nc(CSc2ccccn2)n1,-7,17
Cc1ccc(S(=O)(=O)NCC(c2ccccc2)N2CCN(CCC#N)CC2)cc1 (configuration not stated),-51,28
CCOC(=O)Cn1c2c(c(-c3ccccc3OC)cc1=O)CCCC2,76*,9.8*
CCC(C)N(C)Cc1cccc(C2(O)CCN(S(=O)(=O)c3ccc(F)cc3)CC2)c1 (configuration not stated),-4,42
COc1ccc(C(=O)CSc2nnnn2Cc2ccccc2)cc1,-6,22
O=C1CC(N(C(=O)c2ccco2)c2ccc(F)cc2)C(=O)N1c1ccc(F)cc1 (configuration not stated),-6,40
c1coc(Cn2c(-c3ccco3)nc3ccccc32)c1,-36,28
CCN(CC(=O)NC1CCS(=O)(=O)C1)C(=O)COc1ccccc1-c1ccccc1 (configuration not stated),10,28
Nc1ccc2c3c(cccc13)CC2,33,27
CCn1c(SCc2nc3ccccc3[nH]2)nnc1-c1cnccn1,-24,45
Cc1cc(NC(=O)CCC(=O)N(Cc2ccco2)C(C)(C)C(=O)NC2CCCCC2)no1,35,13

# The listing continues.
SMILES,mHtt clearance,mHtt clearance grain fraction
Cn1c2ccccc2c2ncn(CCCN3CCOCC3)c(=O)c21,-39,23
COc1ccc(N2Nc3n[nH]c(N)c3N2)cc1,42,12
Cc1cc(C)c(C#N)c(SCc2ccc(C#N)cc2)n1,15,17
Cn1c(=O)oc2cc(C(=O)c3ccccc3)ccc21,3,18
Cn1c(SCC(=O)Nc2ccc3c(c2)OCCO3)nnc1-c1ccccn1,-14,41
O=C(NCCCN1CCCC1)Nc1cccc2ccccc12,-40,57
O=C1CCN(C(=O)Nc2ccccc2Cl)N1,-83,39
CCOC(=O)CNC(=O)CSc1nnc(-c2cccc(OC)c2)n1CC,11,31
Cc1cc(C)n(CCc2nc(-c3cccs3)cs2)n1,u,x
COc1ccc(C(=O)Nc2ccccc2C(=O)NCCN2CCOCC2)cc1,-11,23
O=C(COc1ccc2ccc(=O)oc2c1)Nc1ccc2c(c1)OCCO2,-32,40
O=C(Nc1ccccc1)c1ccc(CSc2ccccn2)cc1,-15,45
O=C(COc1ccc(-c2ccccc2)cc1)N1CCN(S(=O)(=O)Cc2ccccc2)CC1,-16,32
Cc1c(C)c2cc3c4c(oc3c(C)c2oc1=O)CCCC4,34,28
O=C(c1ccc(Cl)c(Cl)c1)N(Cc1ccco1)c1ccc(O)cc1,20,13
OCc1nc2ccccc2n1C/C=C/c1ccccc1,-67,37
O=C(CCCCn1c(=O)[nH]c2ccccc2c1=O)NCc1ccc2c(c1)OCO2,-14,35
COc1ccc(S(=O)(=O)N(C)CC(=O)NCc2cccnc2)cc1C,39,23
O=C1CCc2cc(S(=O)(=O)N3CCC(C(=O)NC4CCCCCCC4)CC3)ccc2N1,-4,52
CCOC(=O)CCC(=O)Nc1ccc(S(=O)(=O)N2CCCC2)cc1,41,10
O=C(O)CCCSCC(=O)Nc1ccccc1,45,10
Cc1ccc(C(=O)c2cn[nH]c2-c2ccccc2O)cc1,-42,53
Cc1nc2cc(F)ccc2n1C1CCN(S(=O)(=O)c2ccccc2)CC1,40,13
CN1C(=O)CC(N2CCN(c3ccccn3)CC2)C1=O (configuration not stated),-42,29
CCOC(=O)C1=C(C)NC2=C(C(=O)C(C(=O)OCC)C(c3ccco3)C2)C1c1ccccn1 (configuration not stated),47,11

# Structural class: the entries above containing an NH in an aromatic ring.
SMILES,mHtt clearance,mHtt clearance grain fraction
O=c1[nH]c2ccccc2n1CCCOc1ccccc1,-7,22
CCn1c(SCc2nc3ccccc3[nH]2)nnc1-c1cnccn1,-24,45
COc1ccc(N2Nc3n[nH]c(N)c3N2)cc1,42,12
O=C(CCCCn1c(=O)[nH]c2ccccc2c1=O)NCc1ccc2c(c1)OCO2,-14,35
Cc1ccc(C(=O)c2cn[nH]c2-c2ccccc2O)cc1,-42,53

# Later entries.
SMILES,mHtt clearance,mHtt clearance grain fraction
CCOc1ccccc1N1Cc2cc(C)c(C)cc2C1,6,30
CCC(C)N1CC(C(=O)NC2CCCCC2)CC1=O (configuration not stated),-3,22
Cc1cc(NC(=O)CSc2c3c(nc4ccccc24)CCC3)no1,-7,48
COc1ccc(C(=O)O)cc1Nc1cc(C)nc2ncnn12,20,29
CC1CCC2C(C1)c1sc(=O)[nH]c1SC2(C)C (configuration not stated),56,8.6
CCCCC1(CC)C(=O)NC(=O)NC1=Nc1ccc(OC)cc1 (configuration not stated),-17,42
COc1cc(Cl)c(S(=O)(=O)N2CC(C)OC(C)C2)cc1Cl (configuration not stated),-26,25
O=C(NCCCN1CCOCC1)c1cc2cc(Cl)cc(Cl)c2oc1=O,-4,18
O=C(CCN(CCO)Cc1ccccc1)Nc1ccc(Br)cc1,-36,46
CNC(=O)c1cc2cc(Cl)cc(OC)c2oc1=O,-13,23
O=c1c(/C=N/O)c(Nc2ccccc2)nc2ccccn12,-16,47
N#Cc1c2c(c(=S)n(-c3ccccc3)c1N)CCCC2,30,25
CCNc1nc(NC(C)C)nc(NS(=O)(=O)c2ccc(N)cc2)n1,-54,29
O=C(c1coc2ccc(O)c(CN3CCOCC3)c12)C1CC1,-10,45
CCc1nnc(NC(=O)C(C)N2C(=O)C3C4C=CC(C4)C3C2=O)s1 (configuration not stated),43,21
CCOc1cc(S(=O)(=O)NCCN2CCOCC2)c(C)cc1C,52,10
c1ccc2c(NC3=NCCCCS3)cccc2c1,-13,22
Cc1cccc2cc(CN(Cc3ccc(F)cc3)C(=O)N3CCOCC3)c(=O)[nH]c12,-35,24
COc1cc(NC(=O)C2CC2)c(C(=O)O)cc1OC,10,18
O=C(Nc1ccccc1)N1CCC(c2ccccc2)C1 (configuration not stated),8,31
Cc1nnc(NC(=O)c2ccccc2F)s1,-3,40
O=C(CSc1nc2ccccc2c(=O)n1Cc1ccccc1)NCc1ccco1,33,27
O=C(NC1CCCCC1)N(Cc1ccc(F)cc1)Cc1nc2ccccc2c(=O)[nH]1,-16,23
O=C(NCC1CCCO1)C1CCN(S(=O)(=O)Cc2ccccc2)CC1 (configuration not stated),16,30
Cc1cc(NC(=O)CSc2ccc3nnc(-c4ccc(F)cc4)n3n2)no1,0,34

# Going on with the list.
SMILES,mHtt clearance,mHtt clearance grain fraction
Cc1c(C(=O)O)sc2ncnc(N3CCCCC3C)c12 (configuration not stated),2,18
O=C1CN(C(=O)CCN2CCOCC2)C(c2ccccc2)c2cc(Br)ccc2N1 (configuration not stated),14,34
CC#CCNCc1ccccc1,8,35
CC(=O)N1CCc2cc(S(=O)(=O)N3c4ccccc4CC3C)ccc21 (configuration not stated),-41,30
COC(=O)c1ccccc1NC(=O)CSc1nnc(C(C)NC(=O)c2ccc(Cl)cc2Cl)n1C (configuration not stated),-25,47
CCOC(=O)C(=O)/C(C#N)=C/Nc1ccccc1,25,16
CCN(CC)c1ccc(C2N(C(=O)N3CCOCC3)CCN2S(=O)(=O)c2ccc(C)cc2)cc1 (configuration not stated),1,32
CC(C)Oc1ccc(C2c3c(oc4ccccc4c3=O)C(=O)N2CCCN2CCOCC2)cc1 (configuration not stated),34,27
O=C(NCC1CC1)C1CCCN(S(=O)(=O)c2ccc(-n3cnnn3)cc2)C1 (configuration not stated),u,x
C=CCSc1nnc(NC(=O)CSc2nnc(C)s2)s1,-29,60
CCSc1nnc([C@@H]2CCCN2C(=O)OC(C)(C)C)o1,36,19
Cc1cccc(N(CC(=O)N2CCOCC2)S(C)(=O)=O)c1,-29,46
c1ccc(Nc2ncnc3c2oc2ccccc23)cc1,72*,4.6*
CCOC(=O)C1CCCN(CC(=O)/C=C2/N(C)c3ccccc3C2(C)C)C1 (configuration not stated),-18,34
O=C(NCc1ccccc1)C12CN(Cc3ccccc3)CC1C(c1ccc([N+](=O)[O-])cc1)=NO2 (configuration not stated),11,35
COc1cccc(CCC(=O)O)c1OC,44,17
COc1ccc(-c2nnc(SCC(=O)NCc3cccs3)n2C)cc1,22,16
O=C1CC(N2CCOCC2)C(=O)N1CCc1ccccc1 (configuration not stated),-8,22
Cc1ccc2nc(NC(=O)c3ccc(Cl)s3)sc2c1,-42,52
O=C(O)CCCCCNCc1ccncc1,-1,34
Cc1ccc(C(C)C)c(OCc2nnc(SCC(=O)Nc3ncc(C)s3)n2C)c1,-133,50
CC1Cc2ccccc2N1C(=O)CSc1nnc(Cn2nnc3ccccc32)n1C (configuration not stated),-31,48
CCN(CC)CC(=O)Nc1c(C)cc(C(C)(C)C)cc1C,-33,44
CC1(C)CC(=O)c2cc(C(=O)N3CCCC(C)(C)C3)c(=O)n(-c3ccccc3)c2C1,28,25
O=C(Nc1nnc(C2CC2)s1)c1ccccn1,23,30

# As entered above:
# O=C1CC(N2CCOCC2)C(=O)N1CCc1ccccc1 (configuration not stated) in mHtt clearance grain fraction = 22
# CC(=O)N1CCc2cc(S(=O)(=O)N3c4ccccc4CC3C)ccc21 (configuration not stated) in mHtt clearance = -41
# COc1ccc(-c2nnc(SCC(=O)NCc3cccs3)n2C)cc1 in mHtt clearance grain fraction = 16
# CCSc1nnc([C@@H]2CCCN2C(=O)OC(C)(C)C)o1 in mHtt clearance = 36
# c1ccc(Nc2ncnc3c2oc2ccccc23)cc1 in mHtt clearance = 72*
# CCN(CC)c1ccc(C2N(C(=O)N3CCOCC3)CCN2S(=O)(=O)c2ccc(C)cc2)cc1 (configuration not stated) in mHtt clearance = 1
# Cc1ccc(C(C)C)c(OCc2nnc(SCC(=O)Nc3ncc(C)s3)n2C)c1 in mHtt clearance = -133

# Structures shown so far that have bromine (three):
SMILES,mHtt clearance,mHtt clearance grain fraction
COc1ccc(C(=O)NCc2cccnc2)cc1Br,4,23
O=C(CCN(CCO)Cc1ccccc1)Nc1ccc(Br)cc1,-36,46
O=C1CN(C(=O)CCN2CCOCC2)C(c2ccccc2)c2cc(Br)ccc2N1 (configuration not stated),14,34

# Next section
SMILES,mHtt clearance,mHtt clearance grain fraction
Cc1cc(=O)oc(C)c1C(=O)Nc1cccc2nonc12,60,14
O=C(CN1CCN(C(=O)c2ccco2)CC1)Nc1ccc2c(c1)OCCO2,-14,39
O=C1CC(c2cccc(F)c2)SC(N(c2ccccc2)c2ccccc2)=N1 (configuration not stated),30,21
COc1cccc(C2(O)CCN(C(=O)Cc3cccnc3)CC2)c1,-36,53
CC1CCC(NC(=O)C2(C)CCC(=O)N2Cc2cccnc2)CC1 (configuration not stated),-178,86
C=CCn1c(SCC(=O)Nc2cc(C)cc(C)c2)nnc1-c1cnccn1,-40,51
O=C(CCOc1ccccc1)Nc1ccccc1,57,17
CCOC(=O)C(C)n1cnc2c(nnn2-c2ccc(C)cc2)c1=O (configuration not stated),17,25
CCc1ccc(C(C)NC(=O)c2cc(C)oc2C)cc1 (configuration not stated),-2,19
CCCCc1cc(=O)oc2cc(C)c(CN3CCCC3)c(O)c12,-357,85
COc1ccc(Nc2ncccc2C(=O)Nc2ccccc2)cc1,-28,52
CC1CCCCN1C(=O)N[C@@H](Cc1ccccc1)C(=O)O (some centres not stated),17,33
CC1CC1C(=O)OCc1cc(=O)n2cc(Br)ccc2n1 (configuration not stated),-4,35
O=C(Cn1c(C2CC2)nc2ccccc2c1=O)Nc1ccc(Br)cc1,31,21
CC(C)CCn1c(=O)c2ccccc2c2ccccc2c1=O,-26,29
O=C(CN1CCOCC1)N1CCN(C(=O)CN2CCOCC2)CC1,45,11
COC(=O)c1ccc(C(=O)OC)c(NC(=O)CCC(=O)O)c1,33,26
COc1ccc(C(=O)CSc2nc(SC)ns2)cc1OC,-1,21
COc1ccc(OC(=O)c2cccc(S(=O)(=O)N3CCCC3)c2)cc1,-13,20
c1ccc2c(c1)ncn2Cc1nnc2sc(-c3ccc4c(c3)OCO4)nn12,-84,36
CCOc1ccc(NC(=O)C2=C(C)C(=O)OC23CCC(C)CC3)cc1 (configuration not stated),-10,57
Cc1ccc(S(=O)(=O)N(C)c2ccc(C(=O)N3CCN(Cc4ccc5c(c4)OCO5)CC3)cc2)cc1,-24,24
O=C(CNC(=O)c1ccco1)OCC(=O)c1ccc2ccccc2c1,-3,41
O=C(O)CC1=C(O)C(=O)N(c2ccccc2)C1c1ccc(Cl)cc1 (configuration not stated),-3,21
Cc1ccccc1NC(=O)Cn1cnc2c1c(=O)n(C)c(=O)n2C,36,25

# New compounds follow.
SMILES,mHtt clearance,mHtt clearance grain fraction
COc1ccc(CN(C2CCCC2)S(=O)(=O)c2ccc(-n3cnnn3)cc2)cc1OC,36,11
FC(F)(F)c1nnc(-c2ccccc2)nc1N1CCOCC1,-12,43
Cc1nc2ccc(S(=O)(=O)NCC(=O)N(C)Cc3ccco3)cc2s1,46,9.9
CCCn1c(N2CCN(Cc3cccc(C)c3)CC2)nc2c1c(=O)[nH]c(=O)n2C,0,47
CC(=O)OC1CC(C)(C)N(OC(=O)c2ccc(N)cc2)C(C)(C)C1,36,10
CCn1cc(C(=O)N2CCCC2)c(=O)c2cc(S(=O)(=O)N(C)C)ccc21,-13,55
COc1cccc(N(CC(=O)NCCSc2ccccn2)S(C)(=O)=O)c1,-39,32
CC(C)(C#N)Nn1cnnc1,46,9.9
COC(=O)c1cc2c(ccn2-c2ccc(F)cc2)n1C(C)C,37,24
